# Assay outcomes (PubChem)
# AmpC inh detg: blocks E. coli AmpC beta-lactamase in detergent assay; 0.041% of 370,000 active; Potency, µM (top dose mostly 114 µM), without a hit: at the top dose activity change, negative = inhibition, actives largely listed as inhibitors; AmpC hydrolysis of nitrocefin, absorbance 480 nm, 0.01% Triton;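 also: potency is read from the fitted curve at half-maximal effect; 0% = no-compound wells and -100% = no-enzyme wells; nearly all actives have a fitted effect of over 25% in size; some results filed as inactive show a strong effect at the top dose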
# Target sequence (P00811 whole entry, looked up): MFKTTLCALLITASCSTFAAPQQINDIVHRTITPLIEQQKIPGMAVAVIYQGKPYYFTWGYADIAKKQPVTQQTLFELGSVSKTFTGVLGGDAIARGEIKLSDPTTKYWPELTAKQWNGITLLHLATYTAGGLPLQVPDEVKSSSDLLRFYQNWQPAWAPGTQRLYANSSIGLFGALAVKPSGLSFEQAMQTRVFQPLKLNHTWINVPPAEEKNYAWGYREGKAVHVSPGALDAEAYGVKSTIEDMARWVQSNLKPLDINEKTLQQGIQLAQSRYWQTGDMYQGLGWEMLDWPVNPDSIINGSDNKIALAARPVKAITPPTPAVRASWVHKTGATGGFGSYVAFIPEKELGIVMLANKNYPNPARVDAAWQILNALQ
#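 20 mM phosphate pH 7.0 + 0.01% (detergent screen) or 0.0001% Triton X-100; 5.3 nM AmpC reagent; cpd preinc 15 min RT; nitrocefin (800 uM stock) to start; A480 q20 s × 4 min; Activity was normalised to no-enzyme and no-compound control wells.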
# FBPA Giardia inh: Giardia lamblia aldolase inhibition. A8B2U2. purified Giardia FBPA. Potency, µM (doses to about 59.6 µM), inactives show at the highest dose activity, negative = inhibition, usual class: inhibitors. 0.71% of 290,000 active. AID 2451; also: potency is read from the fitted curve at half-maximal effect; nearly all actives have a fitted effect of over 55% in size
# Target sequence (A8B2U2 whole entry, looked up): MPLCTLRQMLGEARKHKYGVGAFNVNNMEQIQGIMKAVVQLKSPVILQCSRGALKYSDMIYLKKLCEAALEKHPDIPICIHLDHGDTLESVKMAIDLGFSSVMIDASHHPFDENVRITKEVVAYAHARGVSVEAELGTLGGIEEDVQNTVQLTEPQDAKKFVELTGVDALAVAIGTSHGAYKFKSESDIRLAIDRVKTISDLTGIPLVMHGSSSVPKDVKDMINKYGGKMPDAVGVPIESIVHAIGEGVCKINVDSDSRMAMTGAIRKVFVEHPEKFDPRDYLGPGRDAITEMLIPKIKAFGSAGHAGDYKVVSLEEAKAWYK
#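 40 nM FBPA preincubated 10 min at RT with compound (up to 57.5 uM final), then substrate plus GAPDH/TPI/NAD/arsenate coupling and diaphorase/resazurin added. Fluorescence read after 20 min at RT, 525/598 nm.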
# AmpC no deterg: inhibitors of E. coli AmpC beta-lactamase without detergent; P00811; AID 485341; Potency, µM (highest dose often 57.1 µM), without a hit: at the top dose activity change, negative = inhibition, actives largely listed as inhibitors; 0.52% of 330,000 active; AmpC nitrocefin hydrolysis, absorbance 480 nm, 0.0001% Triton;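 also: potency is read from the fitted curve at half-maximal effect; plate controls were no compound for no effect and no enzyme for full effect; nearly all actives have a fitted effect of over 20% in size; some results filed as inactive show a strong effect at the top dose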
#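 AmpC (5.3 nM in the dispensed reagent) in 20 mM phosphate pH 7.0 with 0.01% (detergent screen) or 0.0001% Triton X-100 was preincubated with compounds for 15 min at room temperature. Nitrocefin was then added from an 800 uM solution, and hydrolysis was followed at 480 nm.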
# AMA1-RON2 inh: disrupts binding of P. falciparum AMA1 to RON2; AlphaScreen AMA1-biotinylated RON2 peptide binding; Potency, µM (top dose mostly 58.2 µM), for inactives: at the top dose activity change, negative = inhibition, hits mostly inhibitors; 0.2% of 360,000 active; AID 720542;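 also: potency is read from the fitted curve at half-maximal effect; 0% = vehicle wells and -100% = peptide control; nearly all actives have a fitted effect of over 45% in size; some results filed as inactive show a strong effect at the top dose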
#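 AMA1 (3D7) with his tag at 25 nM final met compounds first, then biotinylated RON2 peptide at 25 nM; detection used donor plus acceptor beads, 10 µg/mL apiece, read by AlphaScreen after 30 min at room temperature.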
# Sm TGR block: blocks Schistosoma mansoni thioredoxin glutathione reductase | Q962Y6 | AID 485364 | Potency, µM (top dose mostly 114 µM), without a hit: at the top dose activity change, negative = inhibition, hits mostly inhibitors | purified TGR, DTNB reduction, TNB absorbance 405 nm | 3% of 360,000 active; also: potency is read from the fitted curve at half-maximal effect; nearly all actives have a fitted effect of over 60% in size
#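 Kinetic colorimetric format: TGR-catalysed, NADPH-driven DTNB reduction monitored via TNB absorbance. Enzyme dispensed at 20 nM; compound exposure 15 min at room temperature before reaction start.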
# HCMV antiviral: inhibitors of human cytomegalovirus; HFF cells, HCMV-luciferase reporter, 72 h; hits give low values; activity change, negative = inhibition, % at 57.5 µM; 4.5% of 410,000 active; AID 1259415; in the data active = activity change below about -60%; inconclusive = no clear call, values can overlap the other calls; inactive = above about -39%
#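 After 16 h attachment at 37C, HFF cells received test compound and HCMV-luciferase (1 PFU/cell); reporter luminescence read 72 h later, data normalized against buffer-only and known inhibitor Salinomycin.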
# * marks the source's active call; other numbers are inactive results; ? = inconclusive; nt = not tested or not shown; & = joins results of further samples; ! = not active in a repeat; [ ] = dose if it differs, or a comment. Unless noted, calls follow the shape of the dose curve; as a rule, active = well fitted curve in the direction sought with a large enough effect; inconclusive = small, poorly fitted or top-dose-only effect, or another doubt; inactive = no such curve, though single readings can be large; an effect the other way counts as inactive or inconclusive. Unless noted, % is scaled to controls: 0 for no effect and ±100 for the full control effect.
structure,AmpC no deterg,Sm TGR block,AMA1-RON2 inh,AmpC inh detg,HCMV antiviral,FBPA Giardia inh
COc1ccc(Br)c2c1-c1nc(NC(=O)c3ccc(F)cc3)sc1C2,nt,-15%,nt,-4%,-5,nt
Cc1onc(-c2ccccc2Cl)c1C(=O)NNC(=O)c1nn(C)cc1Cl,-8%,nt,60%[activator],10%,?,-2%
O=C(O)c1ccc(N2CC3CC(C2)c2cccc(=O)n2C3)c(NC(=S)Nc2ccc(Cl)cc2Cl)c1 (stereo unspecified),-25%,?,-3%,1%,-17,-4%
Cc1ccc(C)c(S(=O)(=O)c2nnn3c2nc(NCc2ccc4c(c2)OCO4)c2sccc23)c1,nt,5%,nt,19%,-79*,nt
CCOC(=O)c1c(NC(=O)CSc2nc3ccccc3o2)sc(C)c1C,-17%,14%,1%,?,37,-1%[12.9 µM]
CCOC(=O)c1sc(-c2ccc(Cl)cc2)nc1O,-26%,-1%,-2%,-1%,-21,9%
Cn1c(=O)c2c(ncn2CC(=O)OCC(=O)Nc2sccc2C(N)=O)n(C)c1=O,-10%,-2%,16%,-12%,12,nt
O=C(CSc1ccc(F)cc1)Nc1ccccc1Br,-22%,5%,-9%,-3%,-61*,0%
O=C(CCc1cccc(Cl)c1)NC1CCCN(Cc2ccccc2F)C1 (stereo unspecified),61%[activator],0%,33%[activator],1%,39,3%
Cn1cc(S(=O)(=O)CC(=O)Nc2ccc3c(c2)OCO3)c2ccccc21,-21%,-2%,9%,?,0,?
COc1cccc2cc(C(=O)C3=C(O)C(=O)N(CCN(C)C)C3c3ccc(F)cc3)oc12 (stereo unspecified),12%,-35%,-3%,?,-19,2%
C[C@]12CCC(=O)C[C@@H]1CC[C@@H]1[C@@H]2CC[C@]2(C)[C@@H](C(=O)COC(=O)CCC(=O)O)CC[C@@H]12,2%&-5%,0%&-11%,0%&1%,5%&0%,-61*!,-1%&-3%
Cc1cc(Cl)c(S(=O)(=O)N2CCN(c3ccc(F)cc3)CC2)cc1OCC(=O)NC1CCCCC1,0%,0%,3%,-12%,-98*,1%
CCc1n[nH]c(=S)n1/N=C/c1ccccn1,-8%,-14%,13%,-19%,65,?
O=C(O)C(Cc1ccccc1)NS(=O)(=O)c1ccc(Cl)cc1 (stereo unspecified),-13%,2%,11%,-4%,-9,2%
CC(O)CNCCCOc1cccc(Oc2ccccc2)c1 (stereo unspecified),15%,-2%,-13%,-2%,11,?
O=C(CNC(=O)c1cccc(Br)c1)N/N=C/c1ccc2c(c1)OCO2,-55%,2%,23%,-2%,-74*,6%
COc1cccc(C2c3[nH]c4ccccc4c3C[C@H]3C(=O)N(C4CC4)CC(=O)N23)c1 (stereo partly specified),21%,2%,-6%,3%,37,3%
NS(=O)(=O)c1ccc(N=Cc2c(O)c3ccccc3oc2=O)cc1,-43%,-1%,11%,-3%,-1,0%
NNc1nc(Nc2ccccc2)nc(N2CCCCC2)n1,-44%,-16%,6%,-2%,14,7%
CCc1c(C)nc(SCC(=O)NNC(=O)Cc2ccc(OC)cc2)[nH]c1=O,0%,-2%,71%[activator],5%,-32,1%
COc1ccc(NC(=O)c2c(NC(=O)COc3ccccc3)sc3c2CCCCC3)cc1,nt,1%,nt,2%,-24,nt
CC(C)C(NC(=O)C(c1ccccc1)c1ccccc1)c1nc2ccccc2[nH]1 (stereo unspecified),-10%,6%,7%,-13%,21,4%
Cc1coc2c1c(C)cc1oc(=O)cc(C)c12,nt,13%,nt,-6%,-12,nt
O=C(NNc1ccccc1[N+](=O)[O-])Nc1ccc(F)cc1F,-33%,1%,-1%,0%,18,-16%

# (next part)
structure,AmpC no deterg,Sm TGR block,AMA1-RON2 inh,AmpC inh detg,HCMV antiviral,FBPA Giardia inh
COc1cccc(NC(=O)CSC(N)=O)c1,-50%,-2%,32%[activator],?,-19,-14%
CSc1cccc(NC(=O)C(C)Sc2ccc(C)cc2)c1 (stereo unspecified),-24%,-20%,11%,?,-31,7%
O=C(Nc1ccc2c(c1)CCCN2C(=O)c1cccs1)c1ccccc1C(F)(F)F,nt,2%,nt,5%,-71*,nt
Cc1cccc(N=C2CSC(=O)N2)c1,-4%,3%,3%,-11%,-23,0%
Clc1ccc(CSc2nnc([C@@H]3CCCN3)o2)cc1Cl,20%,?,2%,?,-1,-7%
CCc1nnc(NC(=O)c2csc3c2CCC(C)C3)s1 (stereo unspecified),-8%,-15%[57.1 µM],nt,1%,nt,3%
CN1CCN(c2ccc([N+](=O)[O-])c(Sc3ccccn3)c2)CC1,7%,17%,-13%,4%,10,4%
COc1ccc(OC)c(N2CC(O)(c3ccccc3)[N+]3=C2SCCC3)c1 (stereo unspecified),18%,9%,7%,1%,?,4%
CN(CCC#N)C(=O)COC(=O)c1ccc(Cl)cc1O,-8%,1%,16%,7%,-13,-1%
CC(=O)Nc1ccc(S(=O)(=O)N(C)CC(=O)N2CCN(C(=O)c3ccco3)CC2)cc1,-11%,nt,-8%,nt,12,nt
Cc1cc(N2CCOCC2)nc2ccc(NC(=S)N3CCCCC3C)cc12 (stereo unspecified),92%[activator],7%,6%,4%,?,-29%
O=C(COC(=O)c1ccco1)c1ccccc1,-6%,7%,-7%,-1%,1,7%
CC(C)(C)n1nnnc1C(c1cccnc1)N1CCN(c2ccccc2)CC1 (stereo unspecified),0%,4%,-4%,3%,10,3%
CN(C1CCCCC1)S(=O)(=O)c1ccc(NC(=O)Cn2nc(-c3ccc(F)cc3)ccc2=O)cc1,-34%,-4%,0%,?,42,0%
Cc1csc2nc(CN3CCN(CC(=O)N(C)C)CC3)cc(=O)n12,0%,-20%,7%,-9%,-10,-12%
Cn1c(O)c(C=NCCCN2CCCC2=O)c(=O)n(C)c1=O,-13%,4%,-6%,-10%,1,-3%
Cn1c(=O)c2cc(S(=O)(=O)N3CCC(c4ccccc4)CC3)ccc2n(C)c1=O,-13%,-4%,1%,-3%,11,9%
Cc1oc(CC(C)C)cc1C(=O)Nc1cccc2ccccc12,-33%,1%,-12%,4%,20,0%
CNC(=O)/C(C#N)=C/c1c(N2CCN(c3ccccc3)CC2)nc2c(C)cccn2c1=O,69%[activator],-4%,-12%,-4%,-8,-7%
CC(C)=C1C2CCC1C1C(=O)N(c3nccs3)C(=O)C21 (stereo unspecified),-6%,-1%,20%,0%,41,-6%
Cc1ccsc1/C=N/n1c(-c2ccccn2)n[nH]c1=S,-18%,9%,-1%,2%,37,-7%
COc1ccc(C2=NO[C@@H]3C(=O)N(Cc4ccccc4)C(=O)[C@H]23)cc1OC,31%,?,-6%,-1%,-3,-1%
OC1O[C@H](c2ccc3c(c2)OCO3)[C@H]2CO[C@H](c3ccc4c(c3)OCO4)[C@@H]12 (stereo partly specified),85%,10%,-1%,-1%,-12,8%
COc1ccc(N2CC(NC(=O)CCc3ccccc3)CC2=O)cc1OC (stereo unspecified),nt,6%,nt,5%,9,nt
O=[N+]([O-])c1cccc(S(=O)(=O)N/N=C\c2ccc3c(c2)OCO3)c1,-37%,1%,-3%,2%,31,?

# Record cards (already shown). Values in the order: AmpC no deterg	Sm TGR block	AMA1-RON2 inh	AmpC inh detg	HCMV antiviral	FBPA Giardia inh
# `Cc1oc(CC(C)C)cc1C(=O)Nc1cccc2ccccc12` reads -33%	1%	-12%	4%	20	0%
# `Cc1cc(Cl)c(S(=O)(=O)N2CCN(c3ccc(F)cc3)CC2)cc1OCC(=O)NC1CCCCC1` reads 0%	0%	3%	-12%	-98*	1%
# `CC(C)C(NC(=O)C(c1ccccc1)c1ccccc1)c1nc2ccccc2[nH]1` (stereo unspecified) reads -10%	6%	7%	-13%	21	4%

# More results follow.
structure,AmpC no deterg,Sm TGR block,AMA1-RON2 inh,AmpC inh detg,HCMV antiviral,FBPA Giardia inh
O=S(=O)(c1ccccc1)N(CC1CO1)c1cccc2ccccc12 (stereo unspecified),-6%,-31%,-3%,7%,?,-8%
CN(CCCCC(=O)/C=N/O)Cc1ccccc1 (tested in a mixture with another compound),-8%,-9%,-1%,-3%,18,9%
CC(C)N(Cc1nc(-c2ccccc2)no1)C(=O)c1ccc2c(c1)OCO2,7%,-2%,-3%,-1%,?,-9%
O=C(c1ccc(N2CCOCC2)nc1)N1CCCCC1,-10%,-1%,0%,?,38,2%
COc1ccc(OCC(=O)Nc2cccc(C(C)=O)c2)cc1,-15%,-14%[11.4 µM],-15%,?,17,1%
O=C(NCc1ccco1)/C(=C/C=C\c1ccccc1)NC(=O)c1ccc(Br)o1,-30%,0%,-6%,0%,-69*,-2%
Cc1cc(NC(=O)c2ccc(C#N)cc2)n(-c2ccccn2)n1,-17%,-22%,-4%,3%,-7,6%
CC1CN(C(=S)NC(=O)c2ccc(Cl)cc2)CC(C)O1 (stereo unspecified),-14%,-1%,75%[activator],-3%,?,nt
COc1cc(CCC(=O)OCC(=O)Nc2ccc(C)cc2Cl)cc(OC)c1OC,32%,-10%,-9%,-7%,38,10%
CCOc1ccccc1Nc1nc2ccc(C)cc2n2cnnc12,-2%,5%,7%,-2%,-22,5%
Cc1ccccc1NC(=O)c1sc2nc[nH]c(=O)c2c1C,-14%,-5%,-6%,-5%,60,-8%
COc1ccc(Cn2cc(S(=O)(=O)c3ccc(Cl)cc3)c(=O)c3cc4c(cc32)OCO4)cc1,nt,-7%,nt,-2%,5,nt
CC1CCCN(C(=O)CN2C(=O)c3ccccc3C2=O)C1 (stereo unspecified),-12%,10%,-14%,?,-23,6%
COc1cc(NC(=O)c2cc(C)on2)cc(OC)c1OC,-12%,-14%,-14%,?,-8,0%
Cc1cc2ncn(S(=O)(=O)c3ccc(F)cc3)c2cc1C,-16%,-10%,2%,-12%,3,?
COc1ccc(N2CCN(S(=O)(=O)c3ccc4c(c3)N(C(C)=O)CCO4)CC2)cc1,78%[activator],-2%,-9%,-10%,-29,14%
COc1ccc(CCN2CC(C(=O)NCCc3ccccc3C(F)(F)F)CCC2=O)cc1 (stereo unspecified),165%[activator],-15%,-17%,-13%,44,nt
CCOC(=O)C1CCN(/C=C2/C(=O)NC(=O)N(Cc3ccco3)C2=O)CC1,-20%,-29%[11.4 µM],-6%,-15%,9,-11%
CCOc1ccc(S(=O)(=O)N(C)c2ccc(OCC(=O)NCC3CCCO3)cc2)cc1 (stereo unspecified),66%[activator],-10%,9%,?,3,1%
Cc1ccc(-c2nnc(Nc3ccc(O)cc3)c3ccccc23)cc1S(=O)(=O)NCC1CCCO1 (stereo unspecified),nt,-20%,nt,1%,-71*,nt
COc1ccc(-c2c(=O)n(OCc3ccccc3[N+](=O)[O-])c3ccccc3[n+]2[O-])c(OC)c1,61%[activator],11%,-13%,8%,-8,-5%
